Casp6 inh – caspase-6 (human) enzyme inhibition. purified caspase-6, Z-VEID-R110 cleavage fluorescence. inhibition, % at 12.5 µM. 350,000 compounds, 0.53% hits;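 active means mean inhibition across replicates at least about 35%, with every replicate also reaching that limit, limit read from the data; inconclusive means only one of the two criteria met; inactive means neither criterion met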;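 further: 0% = median of neutral control wells and 100% = no fluorescence left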
Target sequence (P55212 24-179 limits assumed): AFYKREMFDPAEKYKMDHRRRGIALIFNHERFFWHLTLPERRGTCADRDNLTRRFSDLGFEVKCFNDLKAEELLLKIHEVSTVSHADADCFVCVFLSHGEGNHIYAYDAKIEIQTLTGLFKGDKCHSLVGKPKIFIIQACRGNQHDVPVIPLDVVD
Target sequence (P55212 194-293 limits assumed): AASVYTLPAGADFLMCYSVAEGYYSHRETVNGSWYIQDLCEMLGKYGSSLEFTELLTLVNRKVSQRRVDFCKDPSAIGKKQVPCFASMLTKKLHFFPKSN
LGR2 antag – blocks bursicon-induced cAMP signaling via Drosophila LGR2. HEK293 LGR2, CRE-luciferase, bursicon-stimulated, 4 h. inhibition, % at 9.99 µM. 380,000 compounds, 0.35% hits;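 active means drop in luminescence signal, shown as inhibition above about 50% in the replicate tests, limit read from the data, passing the limit was not always enough; inconclusive means probably only some replicates passing the limit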;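 further: agonist challenge used bursicon conditioned medium at about half maximal strength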
ARNT-TACC3 inh – disruptors of human ARNT/TACC3 interaction; inhibition, % at 9.99 µM; AID 623870; 390,000 compounds, 0.66% hits; AlphaScreen His-ARNT PAS-B/GST-TACC3 binding, luminescence; TACC3 fragment carries E629A point mutation; Q9Y6A5;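 active means mean inhibition of replicates at least 50% and at least half of replicates each reaching 50%; inconclusive means half or more replicates reach 50% but mean below 50%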;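 further: 0% = complete ARNT plus TACC3 wells and 100% = ARNT alone without TACC3; many hits fall short of the cut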
EWS-Fli inh – EWS/Fli transcriptional activity inhibition. A673 NR0B1-luciferase reporter, viability-normalised. inhibition, % at 12.6 µM. 350,000 compounds, 0.67% hits. AID 651661;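 active means mean inhibition of at least 50% after viability correction, with every replicate also passing that limit; inconclusive means mean reaches 50% but only one of two replicates passes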;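 further: firefly luciferase signal divided by Alamar Blue viability fluorescence both relative to DMSO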
DENV2 CPE rescue – DENV2-induced cell death inhibition; CPE inhibition, % at 9.99 µM; 350,000 compounds, 1.7% hits; DENV2-infected cells, cytopathic effect rescue, plate reader; AID 651640; in the data active means CPE inhibition above about 20%, passing the limit was not always enough; inconclusive means no clear call, values can overlap the other calls; tested in BHK-21 cells;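 further: 0% = median of neutral control wells and 100% = median of positive control wells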
SIRT5 inh – sirtuin-5 (human) deacylase inhibition | Purified SirT5, succinyl-peptide AMC, trypsin-coupled fluorescence | 330,000 compounds, 1.1% hits | Q9NXA8 | inhibition, % at 15 µM; in the data active means inhibition above about 15%; inconclusive means no clear call, values can overlap the other calls
Target sequence (Q9NXA8 whole entry, looked up): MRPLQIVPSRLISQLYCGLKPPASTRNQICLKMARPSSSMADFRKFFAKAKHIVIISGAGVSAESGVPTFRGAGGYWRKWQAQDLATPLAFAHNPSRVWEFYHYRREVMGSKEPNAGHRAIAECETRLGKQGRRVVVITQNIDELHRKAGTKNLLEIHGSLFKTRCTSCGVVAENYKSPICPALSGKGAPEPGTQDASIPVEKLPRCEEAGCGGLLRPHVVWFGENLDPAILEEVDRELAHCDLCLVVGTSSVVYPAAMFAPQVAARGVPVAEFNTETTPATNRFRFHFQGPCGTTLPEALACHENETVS
PAX8 reporter – lowers PAX8-driven luciferase in RMG-I cells; RMG-I TPO-luciferase reporter, SteadyGlo, 24 h; inhibition, % at 12.6 µM; 360,000 compounds, 1.2% hits;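 active means mean replicate inhibition at least 60% with every replicate also reaching 60%; inconclusive means only one of the two criteria is met; inactive means mean below 60% and not all replicates reaching 60%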;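 further: luciferase light reporting Pax8 driven TPO promoter activity; plate controls were median of neutral control wells for no effect and mitoxantrone controls for full effect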
Numbers without * were called inactive.

O=C(CCC(=O)N(CC(=O)NC1CCCCC1)Cc1ccccc1)Nc1nccs1 was read as Casp6 inh -1, LGR2 antag -2, ARNT-TACC3 inh -3, EWS-Fli inh 1, DENV2 CPE rescue -1, SIRT5 inh -4 and PAX8 reporter 8.
For COc1ccc(NC(=O)CN(C)C(=O)c2c(-c3ccccc3Cl)noc2C)cc1 the results were Casp6 inh 3, LGR2 antag -12, ARNT-TACC3 inh 16, EWS-Fli inh 6, DENV2 CPE rescue 0, SIRT5 inh -3 and PAX8 reporter 3.
Screening CCC1CCc2sc(C(=O)NCC3CCCO3)cc2C1 (configuration not stated) returned Casp6 inh 3, LGR2 antag -60, ARNT-TACC3 inh -3, EWS-Fli inh -59, DENV2 CPE rescue -7, SIRT5 inh 1 and PAX8 reporter -251.
Screening O=C(N[C@H]1CC[C@@H](CCNC(=O)c2ccccc2F)O[C@H]1CO)c1ccc2c(c1)OCO2 returned Casp6 inh -4, LGR2 antag -5, ARNT-TACC3 inh -18, EWS-Fli inh 2, DENV2 CPE rescue 13, SIRT5 inh 0 and PAX8 reporter -2.
For O=C(c1ccc(NS(=O)(=O)c2ccc(F)cc2)cc1)N1CCC1 the results were Casp6 inh -11, LGR2 antag 10, ARNT-TACC3 inh -12, EWS-Fli inh -1, DENV2 CPE rescue -6, SIRT5 inh 2 and PAX8 reporter -13.
For N#Cc1ccccc1CSc1ncccc1C(=O)O the results were Casp6 inh 0, LGR2 antag 2, ARNT-TACC3 inh 3, EWS-Fli inh 1, DENV2 CPE rescue -6, SIRT5 inh -2 and PAX8 reporter -4.
For O=C(C1CCC1)N1CCN(c2ccccc2)CC1 the results were Casp6 inh 0, LGR2 antag -1, ARNT-TACC3 inh 1, EWS-Fli inh -2, DENV2 CPE rescue -3, SIRT5 inh -3 and PAX8 reporter -20.
CC[C@H](C)C(=O)N[C@H]1CCCN1C(=O)/C=C/c1ccccc1 was read as Casp6 inh 1, LGR2 antag 0, ARNT-TACC3 inh 0, EWS-Fli inh -3, DENV2 CPE rescue 5 and PAX8 reporter -19.
COc1ccccc1CNC(=O)COC(=O)Cc1cccs1 was read as Casp6 inh -1, LGR2 antag -7, ARNT-TACC3 inh -1, EWS-Fli inh 7, DENV2 CPE rescue -3, SIRT5 inh 4 and PAX8 reporter 9.
Screening Cc1ccc(SCCN2CCC(O)CCC2=O)cc1 (configuration not stated) returned Casp6 inh 0, LGR2 antag -18, ARNT-TACC3 inh 3, EWS-Fli inh -30, DENV2 CPE rescue -4, SIRT5 inh 2 and PAX8 reporter -31.
CC(Oc1cccc(F)c1)C(=O)Nc1ccc(N2CCOCC2)cc1 (configuration not stated) was read as Casp6 inh 4, LGR2 antag 1, ARNT-TACC3 inh -1, EWS-Fli inh -9, DENV2 CPE rescue -1, SIRT5 inh -1 and PAX8 reporter -10.
`CCC(=O)N1[C@@H](CO)[C@@H]2c3ccccc3N(C(=O)CC(F)(F)F)C[C@@H]21` gave LGR2 antag -37, ARNT-TACC3 inh 4, EWS-Fli inh 8, DENV2 CPE rescue inconclusive, SIRT5 inh -2 and PAX8 reporter 4.
Screening Cc1ccc(/C=C/C(=O)N2CCN(S(=O)(=O)c3cccs3)CC2)o1 returned Casp6 inh 5, LGR2 antag -6, ARNT-TACC3 inh 3, EWS-Fli inh 3, DENV2 CPE rescue 5, SIRT5 inh 0 and PAX8 reporter -9.
CO[C@H]1CC[C@@H]2CCOc3c(C#N)cccc3C(=O)N(C)CCCC(=O)N(C)C[C@H]1O2 was read as Casp6 inh 1, LGR2 antag 6, ARNT-TACC3 inh -5, EWS-Fli inh -15, DENV2 CPE rescue -2, SIRT5 inh -2 and PAX8 reporter 1.
Screening CCN(CC)S(=O)(=O)c1ccc(N2CC(C(=O)NC3(C)CCS(=O)(=O)C3)CC2=O)cc1 (configuration not stated) returned Casp6 inh 5, LGR2 antag -11, ARNT-TACC3 inh -4, EWS-Fli inh -12, DENV2 CPE rescue -1, SIRT5 inh -1 and PAX8 reporter 13.
For C[C@@H]1CCCCO[C@H](CN(C)S(=O)(=O)c2ccccc2)[C@H](C)CN([C@H](C)CO)C(=O)c2cc(N(C)C)ccc2O1 the results were Casp6 inh 4, LGR2 antag 2, ARNT-TACC3 inh 24, EWS-Fli inh 4, DENV2 CPE rescue -9, SIRT5 inh 8 and PAX8 reporter 18.
Screening COc1ccc(S(=O)(=O)Cc2ccc(C(=O)N3CCN(c4ncccn4)CC3)o2)cc1 returned Casp6 inh 0, LGR2 antag -5, ARNT-TACC3 inh -3, EWS-Fli inh 0, DENV2 CPE rescue 3 and PAX8 reporter 12.
COc1ccc(C)cc1Nc1ccc(C(=O)O)cc1[N+](=O)[O-] was read as Casp6 inh 1, LGR2 antag -12, ARNT-TACC3 inh -1, EWS-Fli inh 3, DENV2 CPE rescue -4, SIRT5 inh 1 and PAX8 reporter -27.
COC(=O)C[C@H]1CC[C@H]2[C@H](COc3ccc(NC(=O)Cc4cccs4)cc3C(=O)N2C)O1 was read as LGR2 antag 0, EWS-Fli inh 2 and PAX8 reporter 1.
C[C@@H]1CCCCO[C@H](CN(C)S(=O)(=O)c2cn(C)cn2)[C@H](C)CN([C@@H](C)CO)C(=O)c2cc(NC(=O)CCC(F)(F)F)ccc2O1 was read as Casp6 inh -3, LGR2 antag -17, ARNT-TACC3 inh -6, EWS-Fli inh -11, DENV2 CPE rescue -7, SIRT5 inh 0 and PAX8 reporter -5.

Arranged by length of the SMILES (smallest number first): some entries from above.
CC(Oc1cccc(F)c1)C(=O)Nc1ccc(N2CCOCC2)cc1 (configuration not stated) was read as Casp6 inh 4, LGR2 antag 1, ARNT-TACC3 inh -1, EWS-Fli inh -9, DENV2 CPE rescue -1, SIRT5 inh -1 and PAX8 reporter -10.
COc1ccc(C)cc1Nc1ccc(C(=O)O)cc1[N+](=O)[O-] was read as Casp6 inh 1, LGR2 antag -12, ARNT-TACC3 inh -1, EWS-Fli inh 3, DENV2 CPE rescue -4, SIRT5 inh 1 and PAX8 reporter -27.
`CCC(=O)N1[C@@H](CO)[C@@H]2c3ccccc3N(C(=O)CC(F)(F)F)C[C@@H]21` gave LGR2 antag -37, ARNT-TACC3 inh 4, EWS-Fli inh 8, DENV2 CPE rescue inconclusive, SIRT5 inh -2 and PAX8 reporter 4.
Screening CCN(CC)S(=O)(=O)c1ccc(N2CC(C(=O)NC3(C)CCS(=O)(=O)C3)CC2=O)cc1 (configuration not stated) returned Casp6 inh 5, LGR2 antag -11, ARNT-TACC3 inh -4, EWS-Fli inh -12, DENV2 CPE rescue -1, SIRT5 inh -1 and PAX8 reporter 13.

Following part:
Screening O=C(NCC(c1cccs1)N1CCOCC1)c1ccc(Cl)c([N+](=O)[O-])c1 (configuration not stated) returned Casp6 inh 3, LGR2 antag 10, ARNT-TACC3 inh -2, EWS-Fli inh 14, DENV2 CPE rescue -14, SIRT5 inh -4 and PAX8 reporter -13.
Screening CCOc1ccc(CCNC(=O)COC(=O)c2ccc(S(C)(=O)=O)cc2)cc1OCC returned Casp6 inh 0, LGR2 antag -22, EWS-Fli inh 2, DENV2 CPE rescue -8, SIRT5 inh -2 and PAX8 reporter -9.
Screening Cc1ccccc1NC(=S)c1ccc2ccccc2n1 returned Casp6 inh 0, LGR2 antag -82, ARNT-TACC3 inh 10, DENV2 CPE rescue 6, SIRT5 inh 0 and PAX8 reporter -103.
`CC(C)(C)NC(=O)C(c1cccnc1)N(C(=O)c1ccc(Cl)nc1)C1CCCC1` (configuration not stated) gave Casp6 inh -3, LGR2 antag 12, ARNT-TACC3 inh -4, EWS-Fli inh 8, DENV2 CPE rescue 5, SIRT5 inh 2 and PAX8 reporter -9.
Screening CCCN1[C@@H]2c3ccc(-c4ccccc4)c(=O)n3C[C@H]1[C@H](CO)[C@H]2C(=O)NCC returned LGR2 antag 10, ARNT-TACC3 inh -16, EWS-Fli inh -2, DENV2 CPE rescue 5, SIRT5 inh -5 and PAX8 reporter 1.
For COc1ccc(CNC(=O)C2CCN(c3nn4c(=O)cc(C)nc4s3)CC2)cc1 the results were Casp6 inh 0, LGR2 antag -7, ARNT-TACC3 inh -1, EWS-Fli inh 3, DENV2 CPE rescue -4, SIRT5 inh 1 and PAX8 reporter 1.
`COc1ccccc1OCC(=O)NNC(=O)c1cccs1` gave Casp6 inh 2, LGR2 antag 1, ARNT-TACC3 inh -2, EWS-Fli inh -12, DENV2 CPE rescue -3 and PAX8 reporter 14.
CO[C@@H]1[C@H](O)CC[C@]2(O)CN(c3ccccc3)[C@](C)([C@H](O)CC=C(C)C)[C@@H]12 was read as Casp6 inh 2, LGR2 antag -11, EWS-Fli inh -15, DENV2 CPE rescue -8 and PAX8 reporter -10.
For O=C(C[C@@H]1C[C@H]2c3cc(NC(=O)NC4CCCCC4)ccc3O[C@H]2[C@@H](CO)O1)NCc1cccnc1 the results were Casp6 inh 0, LGR2 antag 3, ARNT-TACC3 inh 3, EWS-Fli inh -2, DENV2 CPE rescue -2, SIRT5 inh 1 and PAX8 reporter 1.
`O=C(NCCN1CCN(Cc2ccccc2)CC1)Nc1cc(Cl)cc(Cl)c1` gave Casp6 inh -3, LGR2 antag -3, ARNT-TACC3 inh 9, EWS-Fli inh 8, DENV2 CPE rescue -2, SIRT5 inh -3 and PAX8 reporter -1.
Screening COCC(=O)N1CCCCN2[C@@H](CO)[C@H](c3ccc(-c4ccc(F)cc4)cc3)[C@@H]2C1 returned Casp6 inh 2, LGR2 antag -15, ARNT-TACC3 inh -4, DENV2 CPE rescue 2, SIRT5 inh -3 and PAX8 reporter 10.
`COc1cccc2c1CCC(NC(C)=O)C2=O` (configuration not stated) gave Casp6 inh 1, LGR2 antag 22, ARNT-TACC3 inh -8, EWS-Fli inh -20, DENV2 CPE rescue inconclusive, SIRT5 inh -2 and PAX8 reporter -15.
For C=CCN1C=CC(=O)CC1 the results were Casp6 inh -2, LGR2 antag 3, EWS-Fli inh -1, DENV2 CPE rescue -11, SIRT5 inh 0 and PAX8 reporter -5.
O=[N+]([O-])c1ccc(CSc2nnc3ccccn23)cc1 was read as Casp6 inh -5, LGR2 antag 17, ARNT-TACC3 inh 0, EWS-Fli inh 1, DENV2 CPE rescue 4, SIRT5 inh -7 and PAX8 reporter 25.
For CCOc1ccc(CN2CCC(n3nccc3NC(=O)c3ccccc3OC)CC2)cc1 the results were Casp6 inh -1, LGR2 antag -8, ARNT-TACC3 inh -11, EWS-Fli inh 3, DENV2 CPE rescue 12 and SIRT5 inh -4.
CCc1ccc(-c2cc(C)no2)cc1S(=O)(=O)NCCN1CCC(C)CC1 was read as Casp6 inh -13, LGR2 antag 19, ARNT-TACC3 inh 4, EWS-Fli inh 18, DENV2 CPE rescue 11, SIRT5 inh -1 and PAX8 reporter 7.
COc1ccc(-n2nnnc2C(c2cccc3ccccc23)N2CCN(C/C=C/c3ccccc3)CC2)cc1 (configuration not stated) was read as Casp6 inh -3, LGR2 antag -9, EWS-Fli inh 23, DENV2 CPE rescue 1, SIRT5 inh 2 and PAX8 reporter 28.
Cc1cc(C)nc(CCNC(=O)c2cc(COc3ccccc3)on2)n1 was read as Casp6 inh 0, LGR2 antag -20, ARNT-TACC3 inh 7, EWS-Fli inh -32, DENV2 CPE rescue 2, SIRT5 inh -1 and PAX8 reporter -52.
`CCOCCc1nnc(NC(=O)C2CC(=O)N(CCc3ccc(F)cc3)C2)s1` (configuration not stated) gave Casp6 inh -1, LGR2 antag -7, EWS-Fli inh 12, DENV2 CPE rescue -3, SIRT5 inh -1 and PAX8 reporter 20.
Screening CC(C)(C)[S@](=O)N1Cc2cc(C(=O)N3CCCCC3)nc(-c3cccc(-c4ccc(F)cc4)c3)c2[C@@H]1CCO returned Casp6 inh 0, LGR2 antag 13, ARNT-TACC3 inh 4, EWS-Fli inh -5, DENV2 CPE rescue 2, SIRT5 inh 2 and PAX8 reporter -13.
